TLR9-MyD88 block: blocks human TLR9 binding to MyD88. CHO BLA complementation TLR9-MyD88, CCF4 FRET ratio. inhibition, % at 4.98 µM. 0.21% of 340,000 active. AID 504734;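 active = inhibition above the mean over all tested compounds plus 3 SD, cut at about 21% in these data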;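 also: 0% = DMSO only wells and 100% = clavulanate BLA inhibitor control wells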
ABCB6 inh MLPCN: blocks the human ABCB6 transporter; K562-ABCB6 porphyrin accumulation, flow cytometry, 1 h; hits give low values; fluorescence ratio to DMSO, % at 10 µM; 0.19% of 360,000 active; AID 602162;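 active = fluorescence ratio to DMSO below 75%, the collection mean minus 3 SD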;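 also: signal is porphyrin accumulated inside mitochondria; 100% equals median channel fluorescence of DMSO control wells; lower ratio means ABCB6 inhibition with less porphyrin fluorescence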
NCOA2 inhibitor: human SRC2 (NCOA2) inhibition; Q15596; HEK293 GAL4-SRC2 luciferase reporter, luminescence; inhibition, % at 9 µM; 0.17% of 370,000 active; AID 651957;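 active = inhibition above the mean inhibition of all tested compounds plus 3 SD, set per campaign, cut at about 52% in these data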;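 also: 0% = DMSO treated cells and 100% = cells given Gossypol at 36 µM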
MC4R antag cAMP: human MC4R antagonism in cAMP assay. P32245. MC4R-expressing cells, MTII-stimulated cAMP, LANCE TR-FRET. inhibition, % at 6.5 µM. 0.48% of 360,000 active;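 active = inhibition above its plate's cutoff, the mean of tested wells on that plate plus 3 SD, cut at about 29% in these data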;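 also: 0% = Melanotan II alone and 100% = Melanotan II plus saturating MCL0020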
Target sequence (P32245 whole entry, looked up): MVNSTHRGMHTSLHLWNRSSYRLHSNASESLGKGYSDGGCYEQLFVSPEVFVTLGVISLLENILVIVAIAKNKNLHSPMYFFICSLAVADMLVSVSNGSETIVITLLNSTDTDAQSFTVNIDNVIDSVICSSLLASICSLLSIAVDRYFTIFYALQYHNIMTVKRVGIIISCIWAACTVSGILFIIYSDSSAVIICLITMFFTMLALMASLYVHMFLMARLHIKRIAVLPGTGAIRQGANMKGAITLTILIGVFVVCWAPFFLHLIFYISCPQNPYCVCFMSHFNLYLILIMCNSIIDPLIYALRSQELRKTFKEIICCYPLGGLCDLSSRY
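Material: human MC4R-expressing U2OS cells. Probe or stimulus: Melanotan II challenge. Dosing: 6.5 µM single dose. Times: 30-min compound, 1-h challenge, 1-h detection, room temperature. Technique: TR-FRET with Eu-cAMP and labeled anti-cAMP, 671 nm. Replication: singlicate.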
N-glyco inh: N-linked glycosylation inhibition | D54 ERlucT glycosylation luciferase reporter, 24 h; percent of 100 nM tunicamycin response | reporter increase, % at 12.5 µM | 0.23% of 360,000 active | AID 588692;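 active = mean luciferase reporter signal, scaled so untreated is 0 and the glycosylation-blocking control 100, at or above a set limit in every replicate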;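 also: luciferase carries N-glycosylation sites so blocking glycosylation raises the light; 0% = median of neutral control wells and 100% = median of 100 nM tunicamycin wells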
ABHD5 PLIN5 PPI: blocks binding of human ABHD5 to perilipin-5; 0.78% of 360,000 active; Split G. princeps luciferase complementation, luminescence, 4 h; Q00G26+Q8WTS1; inhibition, % at 4 µM;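 active = inhibition above the mean inhibition across every tested compound plus 3 SD, cut at about 22% in these data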;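 also: 0% = DMSO only wells and the 100% control is not disclosed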
H9c2 protect: myocardial damage modulation in H9c2 cells | H9c2 cardiomyocytes, H2O2 injury protection, ATPLite, 2 h | protection from H2O2 cell death, % at 20 µM | 0.63% of 360,000 active | AID 588492;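 active = compounds giving at least 50% protection of heart cells from peroxide-induced death in the single-dose screen, raw or plate-pattern-corrected value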;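 also: 0% = DMSO wells with peroxide and 100% = DMSO wells without peroxide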
m5-HT2A agonist: mouse HTR2A agonism via beta-arrestin recruitment; P35363; CHO-K1 mHTR2A beta-arrestin complementation, luminescence; percent of 30 µM serotonin response; activation, % at 7.6 µM; 0.66% of 360,000 active; AID 624169;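 active = activation above a run cutoff, the mean activation of all tested compounds plus 3 SD, cut at about 14% in these data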;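 also: 0% = plate median of compound wells and 100% = 30 µM serotonin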
NOD2 RIPK2 PPI: blocks binding of human NOD2 to RIPK2 | O43353 | CHO BLA complementation NOD2-RIPK2, CCF4 ratio | inhibition, % at 4.98 µM | 0.38% of 360,000 active; in the data active = inhibition above about 21%;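 also: 0% = vehicle only and 100% = reference blocker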
Target sequence (O43353 whole entry, looked up): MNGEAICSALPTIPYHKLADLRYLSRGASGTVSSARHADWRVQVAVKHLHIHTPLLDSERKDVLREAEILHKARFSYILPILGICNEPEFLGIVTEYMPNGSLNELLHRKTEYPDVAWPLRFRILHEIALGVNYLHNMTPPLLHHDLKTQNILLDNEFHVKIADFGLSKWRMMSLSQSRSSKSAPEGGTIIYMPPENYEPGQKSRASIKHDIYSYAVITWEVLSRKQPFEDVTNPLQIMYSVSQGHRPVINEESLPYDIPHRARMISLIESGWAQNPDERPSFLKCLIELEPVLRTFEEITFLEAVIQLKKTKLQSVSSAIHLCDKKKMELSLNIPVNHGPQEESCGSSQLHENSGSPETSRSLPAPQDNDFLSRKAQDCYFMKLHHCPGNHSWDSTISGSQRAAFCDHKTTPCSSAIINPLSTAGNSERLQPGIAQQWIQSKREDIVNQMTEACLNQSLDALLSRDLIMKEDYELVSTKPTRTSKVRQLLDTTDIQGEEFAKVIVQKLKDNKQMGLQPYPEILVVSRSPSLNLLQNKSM
MC4R barr agon: human MC4R agonism via beta-arrestin; U2OS MC4R beta-arrestin complementation, luminescence; percent of melanotan II response, DMSO zero; activation, % at 8.9 µM; 0.98% of 360,000 active; P32245;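 active = activation above a per-plate cutoff, the mean activation of sample wells on that plate plus 3 SD, cut at about 8% in these data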
* hit, by the source's call; . = no result given. Only part of the results is shown (hit frequency here may not be typical).

SMILES	TLR9-MyD88 block	ABCB6 inh MLPCN	NCOA2 inhibitor	MC4R antag cAMP	N-glyco inh	ABHD5 PLIN5 PPI	H9c2 protect	m5-HT2A agonist	NOD2 RIPK2 PPI	MC4R barr agon
CN(Cc1ccon1)C(=O)CC1C(=O)NCCN1Cc1cccc(Oc2ccccc2)c1 (stereo not given)	3.0	98.0	3.6	2.1	0.6	18.4	0.9	4.8	4.4	0.7
COc1ccc(Br)cc1CNCCSc1nnnn1C	-5.0	96.0	-9.5	2.2	0.3	-0.4	7.4	0.8	-2.3	-0.8
Cc1ccsc1C(=O)N1CCN(c2ncccn2)CC1	0.4	95.0	-9.2	11.7	-0.6	10.6	0.2	-1.9	0.2	0.7
O=c1cc(CCl)nc(Cc2c(Cl)cccc2Cl)[nH]1	4.4	97.0	33.8	4.2	4.4	1.8	-0.5	4.4	-5.0	-1.4
O=C1C(=O)N(CCO)C(c2cccc(F)c2)/C1=C(\O)c1ccc(Cl)cc1 (stereo not given)	3.3	94.0	-2.4	-0.5	-0.6	-0.9	13.5	2.7	-9.7	-2.2
O=C(CCN1CCN(S(=O)(=O)c2ccc(Cl)cc2)CC1)Nc1ccc(F)cc1	-9.5	94.0	13.5	11.7	1.8	-4.5	-1.9	3.4	2.1	0.6
CC(=O)Nc1cccc(NC(=O)COc2nncc3ccccc23)c1	3.1	105.0	13.2	-2.3	1.3	-6.1	1.0	6.7	4.6	-2.7
NC(=O)c1cccc(-c2cnc3c(Nc4cccc(OC(F)(F)C(F)F)c4)nccn23)c1	.	89.0	-40.8	-9.4	5.6	-7.2	27.0	-0.2	-2.7	-1.5
O=C(Nc1cc(C(F)(F)F)cc(C(F)(F)F)c1)O[C@@H]1c2ccccc2[C@@H]2Cc3csc[n+]3[C@H]12	.	99.0	-8.6	.	.	-10.0	.	-5.2	-11.3	.
O=C(COc1coc(CN2CCN(c3ccccc3)CC2)cc1=O)NC1CCCC1	-8.2	101.0	1.8	10.0	-0.6	1.9	-1.2	1.2	1.2	-2.8
COc1ccc(/C=C2\CCC/C(=C\c3ccc(OC)c(OC)c3OC)C2=O)c(OC)c1OC	-2.1	99.0	-11.1	13.1	3.0	37.6*	-3.5	-4.2	-10.9	-2.3
COc1cc2c(c(OC)c1OC)C(c1ccc3c(c1)OCO3)CC(=O)O2 (stereo not given)	-7.9	100.0	3.2	3.0	3.1	1.1	5.7	-0.9	3.7	0.0
CCC(=O)Nc1cccc(-c2cn3ccsc3n2)c1	-15.8	92.0	-25.4	12.4	5.4	0.0	5.5	0.7	1.7	-0.1
Cc1cc(C)cc(N2CCCn3c2nc2c3c(=O)[nH]c(=O)n2C)c1	13.2	100.0	.	-2.0	4.7	-2.6	-4.9	2.6	-0.5	-1.1
CCCCCN(CCCCC)C(=O)C(CCC(=O)O)NC(=O)c1ccc(Cl)c(Cl)c1 (stereo not given)	1.4	94.0	12.0	-2.4	1.0	2.9	-2.7	7.6	-2.7	0.7
N#Cc1ccccc1OCC(=O)N(Cc1nnc(-c2ccccc2Cl)o1)C1CC1	-2.6	96.0	-14.6	4.0	-4.3	-3.3	2.6	4.4	-15.8	-4.3
Cc1ccc(Sc2nc([N+](=O)[O-])nn2C)cc1	-0.1	101.0	-9.6	8.7	1.4	-1.9	10.3	-3.0	-0.3	0.5
COC(=O)C1=C(C)N(Cc2ccccc2)C(=NCc2cc(OC)c(OC)c(OC)c2)N[C@H]1c1cccc(F)c1	5.1	93.0	.	2.6	-3.1	6.2	5.5	-4.7	-1.0	-2.5
Cc1ccc(C(=O)NC(N(C)C)C(Cl)(Cl)Cl)cc1 (stereo not given)	-1.9	80.0	-8.3	-0.6	2.5	-2.3	-4.0	3.9	1.1	0.9
C/C(CC(=O)NC1CCCC1)=N\NC(=O)Cc1csc(N)n1	-9.2	101.0	13.1	-4.5	-0.5	5.6	4.9	-1.4	8.0	0.5
O=C(N/N=C1\CCCc2oc(C(=O)O)cc21)c1ccccc1	11.2	98.0	-31.1	9.5	0.4	0.4	4.4	4.6	8.7	-1.9
O=C(Nc1ccc(F)cc1F)c1cc(=O)n(-c2ccccc2)c(=O)[nH]1	5.2	91.0	-15.0	2.1	2.5	-13.5	0.7	-3.6	8.0	-0.2
COc1ccc([N+](=O)[O-])cc1N(CC(=O)N1CCN(Cc2ccccc2)CC1)S(C)(=O)=O	4.1	107.0	-5.5	-4.0	2.0	-6.0	-1.7	3.4	-1.0	-1.3
COc1cc2c(cc1OC)C(C)N(C(=O)c1cc3c(C)cc(C)cc3[nH]1)CC2 (stereo not given)	-12.8	97.0	-0.1	-2.1	.	2.2	-2.1	1.4	2.0	-4.0
COc1cccc(C=NN2CCCCCC2)c1OC	-4.7	96.0	-51.7	-4.6	0.2	-2.8	-6.5	2.2	-2.4	-0.6
The results go on:
SMILES	TLR9-MyD88 block	ABCB6 inh MLPCN	NCOA2 inhibitor	MC4R antag cAMP	N-glyco inh	ABHD5 PLIN5 PPI	H9c2 protect	m5-HT2A agonist	NOD2 RIPK2 PPI	MC4R barr agon
C#CCOc1c(/C=C\c2nc(O)c([N+](=O)[O-])c(=O)[nH]2)cc(Br)cc1OC	-1.3	98.0	0.7	-11.4	-1.6	45.8*	-0.6	3.0	8.5	0.2
COc1cccc(NC(=O)COc2cccc(-n3cnnn3)c2)c1	-0.7	100.0	-8.8	-1.5	-1.1	2.5	-0.6	-2.9	1.8	-1.7
NC(=O)c1ncn([C@@H]2O[C@H](CN=C3NS(=O)(=O)c4ccccc43)[C@@H](O)[C@H]2O)n1	0.6	99.0	14.4	-3.9	0.9	-3.0	-6.0	-3.5	3.1	-0.6
O=C1N[C@@H](c2ccccc2)COC(=O)[C@@H](Cc2ccc(F)cc2)C/C=C\C[C@H]1CC(=O)N(CCO)Cc1ccccc1	6.3	92.0	-1.1	9.8	-10.4	8.2	19.0	2.9	6.5	-0.5
CCOc1ccc(OCC)c(NC(=O)C2CCCN(S(=O)(=O)c3ccc(C)cc3)C2)c1 (stereo not given)	-11.1	95.0	-35.6	-2.3	-3.7	5.1	-0.1	-5.2	-1.8	-1.4
Cc1ccccc1N1CCN(C2CCCN(C(=O)c3csc(C(C)C)n3)C2)CC1 (stereo not given)	-7.2	100.0	14.9	15.7	-3.1	-1.8	-0.6	-9.0	6.0	-4.7
COc1ccccc1OCC(=O)Nc1cccc(N(C)S(C)(=O)=O)c1	0.3	96.0	-11.8	-0.8	0.8	-3.6	4.9	2.0	-17.8	-0.6
Cc1ccc[n+](C(C)C(=O)Nc2ccc([N+](=O)[O-])cc2C)c1 (stereo not given)	-14.7	97.0	-26.5	7.3	-1.7	3.3	1.2	1.5	-3.4	-0.8
c1ccc(-c2nc3ccccn3c2NCc2ccc3c(c2)OCO3)cc1	-2.6	94.0	-13.9	13.0	-0.3	2.9	4.4	-0.2	0.0	0.9
CCc1nc(SCC(=O)Nc2ccccc2C)n[nH]1	-8.8	100.0	2.8	6.5	1.2	3.7	-0.8	-0.7	-15.7	-3.2
COc1ccc(Oc2cc(C(F)(F)F)nc(N(C)C)n2)cc1	5.1	99.0	-27.8	-1.1	9.7	5.3	-14.0	2.7	5.0	-2.2
COC(=O)[C@H]1C[C@@H]1[C@H](NC(=O)c1cc(C)on1)c1ccccc1	-7.6	102.0	-9.8	3.8	4.1	-1.1	-2.8	-3.2	-5.3	-1.0
O=C(c1ccco1)N1CCN(C(=O)N2CCCCC2)CC1	1.2	106.0	3.5	3.8	-0.1	-4.4	2.8	-2.0	4.4	0.9
Cc1ccc(C(=O)N2CCC(n3nccc3NC(=O)Nc3cccc(F)c3)CC2)cn1	0.7	98.0	5.7	8.0	-1.9	-1.5	-0.3	5.6	-2.9	-1.2
OC(c1ccccc1)c1ncc(-c2ccccc2F)[nH]1 (stereo not given)	.	106.0	-36.2	14.2	-1.7	-2.6	-5.5	0.4	13.2	-1.8
CCN(C(=O)COC(=O)CSc1ccc(C)c(C)c1)C1CCS(=O)(=O)C1 (stereo not given)	-13.9	106.0	7.8	7.5	2.7	1.4	-0.4	-3.1	-7.4	-2.9
COc1cc(CN2C(=O)C(CCc3ccccc3)ON=C2c2cnccn2)cc(OC)c1 (stereo not given)	.	97.0	-25.3	16.1	-0.2	3.0	3.2	-8.7	-8.6	0.4

Profiles, looked up by structure. Order of screens: TLR9-MyD88 block, ABCB6 inh MLPCN, NCOA2 inhibitor, MC4R antag cAMP, N-glyco inh, ABHD5 PLIN5 PPI, H9c2 protect, m5-HT2A agonist, NOD2 RIPK2 PPI, MC4R barr agon
O=C(c1ccco1)N1CCN(C(=O)N2CCCCC2)CC1 as listed: 1.2, 106.0, 3.5, 3.8, -0.1, -4.4, 2.8, -2.0, 4.4, 0.9
CCc1nc(SCC(=O)Nc2ccccc2C)n[nH]1 as listed: -8.8, 100.0, 2.8, 6.5, 1.2, 3.7, -0.8, -0.7, -15.7, -3.2

Molecules from the list above containing an NH in an aromatic ring, in the order listed:
SMILES	TLR9-MyD88 block	ABCB6 inh MLPCN	NCOA2 inhibitor	MC4R antag cAMP	N-glyco inh	ABHD5 PLIN5 PPI	H9c2 protect	m5-HT2A agonist	NOD2 RIPK2 PPI	MC4R barr agon
O=c1cc(CCl)nc(Cc2c(Cl)cccc2Cl)[nH]1	4.4	97.0	33.8	4.2	4.4	1.8	-0.5	4.4	-5.0	-1.4
Cc1cc(C)cc(N2CCCn3c2nc2c3c(=O)[nH]c(=O)n2C)c1	13.2	100.0	.	-2.0	4.7	-2.6	-4.9	2.6	-0.5	-1.1
O=C(Nc1ccc(F)cc1F)c1cc(=O)n(-c2ccccc2)c(=O)[nH]1	5.2	91.0	-15.0	2.1	2.5	-13.5	0.7	-3.6	8.0	-0.2
COc1cc2c(cc1OC)C(C)N(C(=O)c1cc3c(C)cc(C)cc3[nH]1)CC2 (stereo not given)	-12.8	97.0	-0.1	-2.1	.	2.2	-2.1	1.4	2.0	-4.0
C#CCOc1c(/C=C\c2nc(O)c([N+](=O)[O-])c(=O)[nH]2)cc(Br)cc1OC	-1.3	98.0	0.7	-11.4	-1.6	45.8*	-0.6	3.0	8.5	0.2
CCc1nc(SCC(=O)Nc2ccccc2C)n[nH]1	-8.8	100.0	2.8	6.5	1.2	3.7	-0.8	-0.7	-15.7	-3.2
OC(c1ccccc1)c1ncc(-c2ccccc2F)[nH]1 (stereo not given)	.	106.0	-36.2	14.2	-1.7	-2.6	-5.5	0.4	13.2	-1.8
